# Screening data (PubChem BioAssay)
# OX1R antagonist: human HCRTR1 antagonism; 330,000 tested, 0.43% active; inhibition, % at 5 µM; O43613; AID 434989; CHO/OX1R cells, Fluo-8 calcium fluorescence, orexin A;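 active means inhibition above its plate's threshold, mean inhibition of all tested compounds on the plate plus 3 SD, cut at about 37% in these data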;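 further: 0% = orexin A challenge wells and 100% = SB-334867-A antagonist wells; not every result past the cut was called active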
# Target sequence (O43613 whole entry, looked up): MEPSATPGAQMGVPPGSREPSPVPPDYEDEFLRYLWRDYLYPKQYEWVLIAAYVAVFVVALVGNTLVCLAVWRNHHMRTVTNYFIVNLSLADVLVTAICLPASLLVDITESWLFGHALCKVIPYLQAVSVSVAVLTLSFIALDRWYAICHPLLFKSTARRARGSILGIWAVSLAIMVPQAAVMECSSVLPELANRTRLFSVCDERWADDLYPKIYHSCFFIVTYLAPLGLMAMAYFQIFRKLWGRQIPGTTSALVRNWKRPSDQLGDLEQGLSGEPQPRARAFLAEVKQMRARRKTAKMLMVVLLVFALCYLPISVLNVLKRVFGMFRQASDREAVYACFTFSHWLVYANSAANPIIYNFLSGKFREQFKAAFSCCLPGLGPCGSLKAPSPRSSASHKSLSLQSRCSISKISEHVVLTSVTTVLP
# CHT allo act: human CHT allosteric activation; CHT-expressing cells, membrane potential dye, choline EC20; active compounds read high; LV-AA mutant CHT in HEK293 cells; 310,000 tested, 0.49% active; B-score at 10 µM;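 active means initial fluorescence not abnormally high and integrated response B-score, plate-corrected, over 3 SD above library mean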
# Target sequence (Q9GZV3 whole entry, looked up): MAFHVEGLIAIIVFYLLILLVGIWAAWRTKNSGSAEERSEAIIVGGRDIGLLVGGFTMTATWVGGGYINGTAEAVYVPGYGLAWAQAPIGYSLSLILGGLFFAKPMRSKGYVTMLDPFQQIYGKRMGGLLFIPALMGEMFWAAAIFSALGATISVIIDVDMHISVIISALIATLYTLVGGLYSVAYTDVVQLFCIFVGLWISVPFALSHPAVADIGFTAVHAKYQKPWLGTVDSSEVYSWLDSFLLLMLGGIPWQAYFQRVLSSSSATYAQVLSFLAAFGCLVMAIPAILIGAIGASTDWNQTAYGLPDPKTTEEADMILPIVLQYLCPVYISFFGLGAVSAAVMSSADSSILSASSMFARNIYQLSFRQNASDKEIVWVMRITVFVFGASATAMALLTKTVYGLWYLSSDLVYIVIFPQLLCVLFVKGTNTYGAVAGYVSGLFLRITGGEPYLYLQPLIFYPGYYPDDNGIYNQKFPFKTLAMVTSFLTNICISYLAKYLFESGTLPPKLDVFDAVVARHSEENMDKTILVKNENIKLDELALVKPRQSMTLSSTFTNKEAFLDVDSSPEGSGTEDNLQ
# Numbers without * were called inactive; i = inactive; / = not tested or not shown; & = joins results of further samples.
SMILES,OX1R antagonist,CHT allo act
CC(C)C(=O)NC(c1ccc(N(C)C)cc1)c1c(O)ccc2ccccc12 (configuration not stated),-23,i
CCOc1cc(NC(=O)c2ccccc2C(=O)O)c(OCC)cc1NC(=O)c1ccccc1F,-24,i
O=C(OCC(=O)N1CCCC1)c1ccco1,5,i
COCCn1c(SCC(=O)Nc2ccc(OC)c(S(N)(=O)=O)c2)nc2ccccc2c1=O,6,i
CCOC(=O)N1CCN(Cc2ccc(F)cc2F)CC1,-5,i
CCOC(=O)C1=C(Cc2ccc(F)cc2)C(=O)c2ccccc2C1=O,-13,i
COc1cccc(/C=N\Nc2nncc(-c3ccccc3)n2)c1,-27,i
CC(Cc1ccco1)NC(=O)c1ccc(C(F)(F)F)cc1 (configuration not stated),-32,i
C[C@H]1CN([C@@H](C)CO)C(=O)c2cc(NS(=O)(=O)c3ccc(Cl)cc3)ccc2O[C@@H]1CN(C)CC1CCCCC1,-27,/
O=C(OC(C(=O)Nc1ccc(Cl)c(C(F)(F)F)c1)c1ccccc1)C1=COCCO1 (configuration not stated),-2,i
CC1(C)CNC(=O)c2sc(N3CCCCC3)nc2C1,-22,i
Cc1ccc(C(=O)N2CCN(c3ccc(C(F)(F)F)cn3)CC2)o1,-5,/
[O-][N+]12CC[N+]([O-])(CC1)c1ccccc12,-6,i
CC(=O)N(CC1CCCO1)C1(C(=O)NC2CCCC2)CCCCC1 (configuration not stated),2,i
O=C(NC1=NCCS1)c1cccc(S(=O)(=O)N2CCc3ccccc32)c1,-15,i
CC1CN(CN2C(=O)c3ccccc3C2=O)CC(C)O1 (configuration not stated),-2,i
Cc1ccc(S(=O)(=O)N2[C@@H](c3ccc(Cl)c(Cl)c3)C(C(=O)O)=C[C@H]2C(C)(C)C)cc1,-17,/
Cc1cccc(NC(=O)[C@@H]2CCCN2C(=O)OC(C)(C)C)c1C,-19,i
O=[N+]([O-])c1c(C(Cl)Cl)nn(-c2ccccc2)c1N1CCCC1,-8,i
Cc1ccc(S(=O)(=O)NCC(=O)N(CC(=O)NCc2ccco2)Cc2ccccc2)cc1,-15,i
CC(C)(C)CC(=O)Nc1ccc(C(N)=O)cc1,6,i
Cc1cc(C(=O)Nc2ccccn2)no1,-16,i
CC(=O)c1ccc(NC(=O)c2ccc(S(=O)(=O)c3ccccc3)cc2)cc1,-5,i
CC(=O)COC(=O)CCc1nc2ccccc2[nH]c1=O,2,i
COc1ccc(C(=O)Nc2ccc3nc(N4CCOCC4)sc3c2)cc1OC,-19,/
O=S(=O)(c1ccc(Cl)s1)N1CCN(CCc2ccccc2)CC1,-13,i
CCOc1ccc(NC(=O)/C=C/c2ccc(OC)cc2)c([N+](=O)[O-])c1,-20,i
Cc1cc(-c2ccccc2)nc(N(C)NC(=O)c2c(F)cccc2F)c1S(C)(=O)=O,-3,i
COc1ccc(NC(=O)O/N=C/c2ccncc2)cc1,-3,i
CCOc1ccccc1OCCCC(=O)NC1=NCCS1,-11,i
CC(NC(=O)c1ccc(Cl)cc1)C(=O)N1CCCCC1 (configuration not stated),0,i
COc1ccc(CNc2oc(C)nc2C#N)cc1,5,i
N#CC1=C(N)SC2(CCCCC2)SC1c1ccccc1 (configuration not stated),-14,i
C=C(C)Cn1c(=S)[nH]c2ccccc2c1=O,-23,i
CN(C)c1ccc(NC(=O)CN2CCc3ccccc3C2)cc1,-13,i
O=C(CCN1C(=O)c2ccccc2C1=O)Nc1cccc(S(=O)(=O)N2CCCCC2)c1,-21,i

# Pulled by compound from the list above (seven):
SMILES,OX1R antagonist,CHT allo act
O=C(CCN1C(=O)c2ccccc2C1=O)Nc1cccc(S(=O)(=O)N2CCCCC2)c1,-21,i
C=C(C)Cn1c(=S)[nH]c2ccccc2c1=O,-23,i
CN(C)c1ccc(NC(=O)CN2CCc3ccccc3C2)cc1,-13,i
O=S(=O)(c1ccc(Cl)s1)N1CCN(CCc2ccccc2)CC1,-13,i
COc1ccc(CNc2oc(C)nc2C#N)cc1,5,i
Cc1cc(-c2ccccc2)nc(N(C)NC(=O)c2c(F)cccc2F)c1S(C)(=O)=O,-3,i
COc1ccc(C(=O)Nc2ccc3nc(N4CCOCC4)sc3c2)cc1OC,-19,/

# Next entries:
SMILES,OX1R antagonist,CHT allo act
CCOc1cccc2sc(NC(=O)CC)nc12,-6,i
CCOc1cc(N2CCOCC2)c(OCC)cc1NC(=O)CN1CCCC(C)C1 (configuration not stated),-16,i
COCCn1c(SCC(=O)c2ccccc2)nc2ccccc2c1=O,-30,i
O=C(NC1CCCCC1)c1cc(-c2ccco2)on1,11,i
O=C(CN1CCN(S(=O)(=O)c2ccc(Br)cc2)CC1)Nc1ccccc1C(=O)c1ccccc1,-17,i
CCn1c(CNC(=O)c2ccc3c(c2)OCO3)nnc1SCC(=O)Nc1ccccc1F,-5,i
CCN(CC)C(=O)[C@H]1C[C@H](CC(=O)NC/C=C(\C)CCC=C(C)C)C(=O)N2CCc3c([nH]c4ccc(Cl)cc34)[C@]12C,-12,/
CCCCNC(=O)CCSc1ccc(C)cc1,1,i
Cc1c(C(=O)NCCCN2CCCC2=O)oc2ccc(S(=O)(=O)N3CCOCC3)cc12,-8,i
Cc1c(NC(=O)C(C)OC(=O)c2cccc([N+](=O)[O-])c2)c(=O)n(-c2ccccc2)n1C (configuration not stated),-15,i
CCN1/C(=C/C=C/C=C/c2sc3ccccc3[n+]2CC)Sc2ccccc21,52*,i
Cc1c(Cl)cccc1NC(=O)COC(=O)Cc1ccsc1,5,/
CN(C)S(=O)(=O)c1ccc(S(=O)(=O)NCc2ccc3c(c2)OCO3)cc1,7,i
O=C(O)C/C(=C\c1cccc(NC(=O)c2ccccc2Cl)c1)c1nc2ccccc2s1,-21,i
Cc1noc(C)c1COc1cccc(C(=O)Nc2ccc(OCc3ccccc3)cc2)c1,-4,i
Cc1cc(NC(=O)C(=O)NCCN2CCN(C(=O)c3cccs3)CC2)ccc1Br,-30,i
Cc1cc(C)cc(NC(=O)N2CCCC2C(=O)Nc2ccc(-n3cnnn3)cc2)c1 (configuration not stated),-39,i
CCn1c(O)c(/C=N/N=C/c2ccccc2)c2ccc(C3=NNC(=O)CC3)cc21,-30,i
COc1cc(N2N=C(c3ccccc3)CC2c2ccccc2)c(C=O)cc1C=O (configuration not stated),-19,i
O=C(N/N=C\c1ccc(F)cc1)c1cc(OCC(F)(F)F)ccc1OCC(F)(F)F,-9,i
Cc1ccn2c(CN(C)CCn3nc(C)cc3C)c(C(=O)N3CCCCCC3)nc2c1,-17,i
CC1(C)Cc2cccc(OCC(=O)NCc3ccc(F)cc3)c2O1,-2,/
COc1ccc(CCNc2nc(N3CCCCC3)nc(N3CCCCC3)n2)cc1OC,-8,i
Oc1c(C=C2N=c3ccccc3=N2)sc(=S)n1-c1ccc(F)cc1,7&7,i

# Some of these compounds in order of molecular weight, ascending.
SMILES,OX1R antagonist,CHT allo act
Oc1c(C=C2N=c3ccccc3=N2)sc(=S)n1-c1ccc(F)cc1,7&7,i
COc1cc(N2N=C(c3ccccc3)CC2c2ccccc2)c(C=O)cc1C=O (configuration not stated),-19,i
Cc1noc(C)c1COc1cccc(C(=O)Nc2ccc(OCc3ccccc3)cc2)c1,-4,i

# Remaining list, next part.
SMILES,OX1R antagonist,CHT allo act
CC(C)C1OC2c3cccc4cccc(c34)C2N1c1ccccc1 (configuration not stated),-20,i
Cc1cc(C)c2[nH]c(=O)c(CN(Cc3cccnc3)C(=S)NCCCN(C)C)cc2c1,-25,i
CCOC(=O)Cn1c(=N)n(CCOc2ccc3ccccc3c2)c2ccccc21,-8,i
Cc1nn(Cc2ccccc2Cl)c(C)c1NC(=O)CCCn1nc(C)c([N+](=O)[O-])c1C,-11,i
Cc1ccc(S(=O)(=O)N(C)c2ccc(OCC(=O)Nc3ccc(C(=O)N(C)C)cc3)cc2)cc1C,-12,/
Cc1ccc(NS(=O)(=O)c2c(C)[nH]c(=O)[nH]c2=O)c(Br)c1,-5,i
CCOC(=O)CSc1nc(N)c2c3c(sc2n1)CCCC3,-6,i
COc1ccc(S(=O)(=O)N2CCC(C(=O)NCc3cccs3)CC2)cc1,-13,i
CCC1=C2CC[C@H]3C(=O)N(CC)C(=O)[C@H]3[C@H]2[C@@]2(Cc3ccccc3)C(=O)N(Cc3ccccc3)C(=O)N2C1=O,-28,i
CC1CCc2sc(C(=O)OCC(=O)NC(C)C)cc2C1 (configuration not stated),-23,i
COc1cc2c(cc1OC)C(c1cccs1)N(C(=S)NC(C)C)CC2 (configuration not stated),-22,8.7*
CCc1c(O)nc(SCC(=O)Nc2ccc(C)cc2)n(C2CCCCC2)c1=O,-12,i
COc1cc(CC(=O)Nc2ccccc2N2CCOCC2)cc(OC)c1OC,-6,i
O=C(Cc1cn2ccsc2n1)OCc1ccccc1,-16,i
Cc1ccc(Cn2ccc(NC(=O)c3cc(-c4cccs4)on3)n2)cc1,-15,i
COCc1[nH][nH]c(=O)c1C=NCC(=O)OC,-14,i
Cc1nc2ccccn2c1C(=O)Nc1ccc2c(c1)OCCO2,-13,i
CC(C)c1ccc2c(c1)C1(NN=C(c3ccccc3)S1)C(=O)N2 (configuration not stated),-37,i
CN1CCN(C(=O)C2=C[C@H](C(C)(C)C)C[C@H](OCCCCO)O2)CC1,-13,i
COc1ccc(-c2csc(NC(C)c3nc4cc(C(=O)NCCCO)ccc4n3Cc3ccc(C)cc3)n2)cc1 (configuration not stated),5,i
CC(=O)N(c1ccc(C(F)(F)F)cc1)S(=O)(=O)c1ccc(N2C(=O)CCC2=O)cc1,-17,i
C[C@H](/C=C/[C@@]1(O)[C@H](C)C[C@H](O)CC1(C)C)O[C@@H]1O[C@H](CO)[C@@H](O)[C@H](O)[C@H]1O,-8,i
COc1cc(C(=O)NCCC(=O)N2CCC3(CC2)NCCc2[nH]cnc23)cc(OC)c1OC,-12,i
CCn1c(CCc2nc3ccccc3[nH]2)n[nH]c1=S,3,i
COCCOC(=O)c1c(C)oc2ccc(OCc3ccccc3)cc12,-38,i
CC1(c2ccccc2)CC(C)(C)n2c(O)c(C3=NC(=S)NC3=O)c3cccc1c32 (configuration not stated),-34,i
Cc1ccc(C(=O)N2CC(=O)Nc3ccc(F)cc3C2c2ccccc2)cc1[N+](=O)[O-] (configuration not stated),-24,i
Cn1c(SCCOc2ccccc2Cl)nnc1-c1ccncc1,-17,i
COc1ccc(N(C(=O)CNC(=O)c2cccs2)C(C(=O)NC2CCCC2)c2ccncc2)cc1 (configuration not stated),-30,i
O=C(O)CSc1nc2ccc(Cl)cc2[nH]1,-14,i
COc1cnn(-c2ccc(C)cc2)c(=O)c1Br,-7,i
CC(=O)c1cccc(NC(=O)CNC(=O)Cc2ccccc2)c1,-6,i
CCCCCCCC[n+]1cccc(C(=O)N(CC)CC)c1,9,i
Cc1ccc(-n2[nH]c3c4c(ccc3c2=O)C(=O)c2ccccc2C4=O)cc1,-4,i
O=S(=O)(CCc1ccncc1)c1ccc(Cl)cc1,-9,i
COc1ccc(S(=O)(=O)N2CCN(CC3CC=CCC3)CC2)cc1 (configuration not stated),0,i
Cc1cnc(C(=O)OCC(=O)Nc2ccc3c(c2)OCCO3)cn1,-5,/
O=C(CSc1nnc(-c2cccc(S(=O)(=O)N3CCCCC3)c2)o1)c1ccc[nH]1,-16,i
CCOC(=O)c1cc2c(ccn2C)n1CC(=O)N1CCC(Cc2ccccc2)CC1,-4,i
O=C(CSc1nnc(-c2cccnc2)n1Cc1ccco1)Nc1nc(-c2ccc(F)cc2)cs1,-6,i
C#CCOCCOCCOCCNc1nc(N2CCN(C(=O)C([C@@H](C)O)n3cc([C@@H](N)CCCCN)nn3)CC2)nc(N2CCN(C(=O)[C@H](CC(N)=O)n3cc([C@@H](N)C(C)C)nn3)CC2)n1 (some centres not stated),-10,/
CCn1c(CN2CCOCC2)nnc1SCC(=O)Nc1ccccc1Cl,7,i
Cc1ccc(N(C)S(=O)(=O)c2cccc(C(=O)NCCCN3CCCC3=O)c2)cc1,-15,/
Cc1ccc(S(=O)(=O)Nc2ccc(-c3nc4ccc(C)cc4s3)cc2)cc1,-13,i
OCCN(CCO)c1ccc(C(c2ccc(Cl)cc2)c2ccc(N(CCO)CCO)cc2Cl)c(Cl)c1,2,i
Cc1ccc(NC(=O)CN(C)C(=O)c2cccc(S(=O)(=O)N3CCc4ccccc43)c2)cc1,4,/
CCC(C(=O)NC1CCCCCC1)n1nc(C)n2c(cc3occc32)c1=O (configuration not stated),-45,i
Cc1cc(N2CCN(c3ccccc3Cl)CC2)n2cc(-c3ccccc3)nc2n1,-38,i

# Compounds from the list above with a cyano group, in the order listed:
SMILES,OX1R antagonist,CHT allo act
COc1ccc(CNc2oc(C)nc2C#N)cc1,5,i
N#CC1=C(N)SC2(CCCCC2)SC1c1ccccc1 (configuration not stated),-14,i

# Following part:
SMILES,OX1R antagonist,CHT allo act
Cc1ccc(S(=O)(=O)N2CCCCC2CCNC(=O)C(=O)NCCc2ccco2)cc1 (configuration not stated),9,i
COc1cccc(NC(=O)CN(C)S(=O)(=O)c2ccc3c(c2)CCC(=O)N3)c1,-27,i
O=C(O)/C=C/c1ccc(S(=O)(=O)Nc2ccc3[nH]c(=O)[nH]c3c2)cc1,7,i
COc1ccc(OC)c(NC(=O)c2ccc(CSc3nnc(C)s3)cc2)c1,-18,i
CC(O)C(NS(=O)(=O)c1ccc(Cl)cc1)C(=O)OCC(=O)c1c[nH]c2ccccc12 (configuration not stated),7,i
COc1cccc(-c2csc3nnc(SCC(=O)NCc4cccs4)n23)c1,-24,i
Cc1ccc(C(=O)NNC(=O)c2ccncc2)cc1S(=O)(=O)N1CCCCC1,-11,i
Nc1nc2c(-c3ccc(Br)cc3)nnn2c2ccccc12,-13,i
CC(C)CC1NC(=O)N(CC(=O)Nc2cccc(Br)c2)C1=O (configuration not stated),-13,/
Cc1csc(/C(=N\O)c2csc(C)n2)n1,-10,i
CCN(CC(=O)NCc1ccc(Cl)cc1)C(=O)C1CCN(S(=O)(=O)c2ccc(OC)c(OC)c2)CC1,-28,i
CC(CCc1ccccc1)NC(=O)CNC(=O)N1CC(=O)Nc2ccccc21 (configuration not stated),-10,i
